Screening data from PubChem.
PfHsp90 yeast 2 – growth inhibition of PfHsp90-expressing yeast, primary screen, antimalarial PfHsp90 inhibitor project, S. cerevisiae, BacTiter-Glo luminescence, single point, set 2; BacTiter-Glo ATP, 48 h; yeast lacking PDR1 and PDR3 efflux regulators; inhibition, % at 9.4 µM; 310,000 compounds, 0.32% hits;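 active = every replicate shows inhibition above about 80%, whatever the replicate mean, limit read from the data; inconclusive = mean inhibition reaches the set limit but some replicate falls short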;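 note: 0% = DMSO neutral controls and 100% = 20 µM radicicol positive controls; yeast relying on Plasmodium falciparum Hsp90 in place of its own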
Tat transport – E. coli Tat export inhibitors, primary screen, MC4100, TorA-mCherry reporter, fluorescence, single point; inhibition, % at 10 µM; 340,000 compounds, 0.036% hits; AID 488895, 2010;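 active = mean replicate inhibition at least 50% and at least half of replicates individually reaching 50%; inconclusive = only one of the two criteria met; inactive = neither criterion met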;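 note: exported cargo escapes ClpAP degradation while cytoplasmic cargo is degraded and loses fluorescence; 0% = median of neutral control wells and 100% = median of NaSCN control wells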
phage Ecoli inh – growth loss of phage-infected E. coli, primary screen, RecBCD inhibitor project, absorbance, with phage, HTS; inhibition, % at 11.9 µM; 360,000 compounds, 0.26% hits; in the data active = inhibition above about 11%
E coli growth – E. coli V3065 growth inhibition, primary screen, counter-screen for AddAB inhibitor project, absorbance, OD600. 18 h. inhibition, % at 11.9 µM. 330,000 compounds, 0.27% hits. AID 449728, 2010;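 active = inhibition above the campaign's mean inhibition across all tested compounds plus 3 SD, cut at about 9.9% in these data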;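 note: uninfected addAB+ strain grown without phage in ampicillin broth; 0% = DMSO wells and 100% = ciprofloxacin 0.95 µg/ml wells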
MOR-DOR ag – agonists of OPRM1-OPRD1 heterodimerization, primary screen, cell-based, luminescence | Mu-type opioid receptor (Homo sapiens) + Delta-type opioid receptor (Homo sapiens), … | cells | activation, % at 9.3 µM | 340,000 compounds, 0.3% hits; in the data active = activation above about 18%;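 note: 0% = vehicle-treated cells and 100% = reference agonist; values of inactives mirror those of a sister screen read the other way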
DSG3 Ab inh – inhibitors of pemphigus antibody binding to DSG3, primary screen, biochemical, bead-based, flow cytometry, scFv-GFP. 310,000 compounds, 0.48% hits. DSG3-coupled beads, scFv-anti-DSG3-GFP binding; hits give low values. binding (percent of control), % at 10 µM. Desmoglein-3 (Homo sapiens), P32926;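 active = binding more than 3 SD below its plate's average and above zero; inconclusive = below that plate limit but binding exactly zero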;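 note: hits lower antibody fragment binding to DSG3; some compounds called inactive have numbers as strong as hits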
Target sequence (P32926 whole entry, looked up, the tested form may be a part): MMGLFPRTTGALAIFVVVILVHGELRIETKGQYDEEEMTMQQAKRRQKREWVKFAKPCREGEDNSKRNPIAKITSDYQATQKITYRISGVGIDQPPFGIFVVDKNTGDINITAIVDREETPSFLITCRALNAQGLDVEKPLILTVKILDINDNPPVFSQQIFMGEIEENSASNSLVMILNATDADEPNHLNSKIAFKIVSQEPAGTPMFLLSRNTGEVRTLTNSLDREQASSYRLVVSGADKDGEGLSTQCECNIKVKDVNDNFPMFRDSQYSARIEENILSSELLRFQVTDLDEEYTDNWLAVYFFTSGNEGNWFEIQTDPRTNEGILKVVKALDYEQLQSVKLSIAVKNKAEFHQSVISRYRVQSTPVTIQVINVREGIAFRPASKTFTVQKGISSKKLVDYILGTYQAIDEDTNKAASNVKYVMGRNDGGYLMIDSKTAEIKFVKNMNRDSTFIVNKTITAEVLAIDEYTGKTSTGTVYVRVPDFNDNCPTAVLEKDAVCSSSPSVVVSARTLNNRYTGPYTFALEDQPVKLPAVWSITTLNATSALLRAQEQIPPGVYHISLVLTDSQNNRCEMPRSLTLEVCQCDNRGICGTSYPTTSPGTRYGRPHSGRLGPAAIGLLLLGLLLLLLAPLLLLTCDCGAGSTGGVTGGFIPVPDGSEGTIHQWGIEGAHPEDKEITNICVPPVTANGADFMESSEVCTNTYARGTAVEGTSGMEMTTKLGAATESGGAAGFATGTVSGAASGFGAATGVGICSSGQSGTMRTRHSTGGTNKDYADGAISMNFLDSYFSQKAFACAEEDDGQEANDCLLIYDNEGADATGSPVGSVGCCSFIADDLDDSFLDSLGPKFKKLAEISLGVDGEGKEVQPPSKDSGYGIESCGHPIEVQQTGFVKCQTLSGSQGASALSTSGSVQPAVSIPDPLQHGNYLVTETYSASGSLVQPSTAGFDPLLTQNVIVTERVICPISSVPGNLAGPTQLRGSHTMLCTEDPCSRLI
PKA-R1A act – activators of PKA-R1A holoenzyme, primary screen, biochemical, fluorescence polarization, Cy5-IP20, bovine R1A, mouse PKAc. cAMP-dependent protein kinase type I-alpha regulatory subunit (Bos taurus) + …. 340,000 compounds, 0.083% hits. activation, % at 11.4 µM. PKA-R1A dissociation; scaled: DMSO 0%, 113 µM cGMP 100%;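 active = percent activation above the mean of all tested compounds plus 3 SD, cut at about 19% in these data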;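 note: higher means more PKAc released from R1A so a rise in polarization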
Arrestin-AP2 inh – inhibitors of beta-arrestin/AP2 binding, primary screen, biochemical, GPCR trafficking, flow cytometry | AID 504490, 2011 | 340,000 compounds, 0.31% hits | FITC-arrestin peptide / GST-AP2 beads; AP2 beta2 appendage carries R879A mutation | inhibition, % at 10 µM;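 active = inhibition above a set limit, near 3 SD of compounds lacking own fluorescence, cut at about 54% in these data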;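 note: plate controls were DMSO wells for no effect and 5 µM unlabelled arrestin peptide for full effect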
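System: GST-AP2 R879A bound to glutathione beads, E. coli-expressed. Also added: 50 nM FITC-arrestin peptide. Schedule: compound with beads 12 min RT, then probe 1 h RT. Signal: bead flow cytometry, FITC channel. Read-out basis: percent response.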
OPRM1-OPRD1 inv – inverse agonists of MOR-DOR heterodimerization, primary screen, cell-based, luminescence; cell-based MOR-DOR heterodimer luminescence, inverse agonism; inhibition, % at 9.3 µM; 340,000 compounds, 0.21% hits; in the data active = inhibition above about 22%, passing the limit was not always enough;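 note: 0% = cells with DMSO and 100% = wells without cells with DMSO; values of inactives mirror those of a sister screen read the other way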
AddAB inh – growth inhibition of E. coli expressing H. pylori AddAB, primary screen, AddAB inhibitor project, absorbance; inhibition, % at 11.9 µM; 330,000 compounds, 0.29% hits; AID 435030, 2010; in the data active = inhibition above about 12%;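 note: 0% = vehicle wells of infected cells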
SUMO Mot1 rescue – yeast Mot1-301 growth rescue at high temperature, primary screen, SUMOylation pathway inhibitor project, S. cerevisiae, ATP luminescence, 38.5C | S. cerevisiae Mot1-301 growth rescue; percent above DMSO median, 100 means doubled | growth rescue, % at 18.8 µM | 320,000 compounds, 1% hits;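 active = every valid replicate shows activation above 250% relative to neutral control wells; inactive = the rest, any valid replicate at or below 250%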;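 note: OY570 slx delta 5 strain wells were the positive control but not used for scaling; some compounds called inactive have numbers as strong as hits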
The depositor's hits bear a star; ? = inconclusive; · = no result given. The order is random; overall some 2.8% were active at least once.

SMILES | PfHsp90 yeast 2 | Tat transport | phage Ecoli inh | E coli growth | MOR-DOR ag | DSG3 Ab inh | PKA-R1A act | Arrestin-AP2 inh | OPRM1-OPRD1 inv | AddAB inh | SUMO Mot1 rescue
COc1ccc(N(CC(=O)Nc2ccc3c(c2)OCO3)S(=O)(=O)c2ccc(C)cc2)cc1OC | 0 | 3 | 2.9 | 0.2 | -1.7 | · | -4 | 17 | 9 | -0.1 | -5
Cn1c(=O)c2c(nc(SCC(=O)NCc3ccco3)n2C)n(C)c1=O | 1 | 18 | 1.9 | 2.1 | -3.0 | · | -9 | 8 | 14 | 2.6 | -2
O=C(O)c1cccc(NS(=O)(=O)c2ccc3nnn(O)c3c2)c1 | -14 | -10 | 3.4 | 0.0 | -1.8 | 109 | 2 | -1 | 8 | 2.6 | 15
Cc1ccc(C)c(SCC(=O)OCC(=O)N2CC(C)OC(C)C2)c1 (stereo unspecified) | 11 | -1 | -2.0 | -1.8 | 0.0 | · | -7 | -29 | 0 | -0.8 | 1
COc1ccc(C(=O)NC(=O)N2CCCCC2)cc1 | -5 | 2 | 1.5 | -1.6 | -0.7 | 111 | -3 | 29 | 4 | 1.9 | -6
O=C(O)[C@@H]1CCCN(S(=O)(=O)c2cccc3cccnc23)C1 | · | -5 | 2.5 | 1.1 | -0.9 | 97 | 2 | 14 | 5 | -0.5 | -6
COC(=O)c1sccc1NC(=O)Nc1cccc(C)c1C | -21 | -4 | -0.9 | · | 2.1 | 111 | 1 | -5 | -11 | · | 4
CC(C)C(=O)N1CCN(c2nc(-c3ccc(Cl)cc3)cs2)CC1 | -3 | 0 | 3.9 | -1.1 | 1.3 | 101 | -4 | -8 | -9 | -1.2 | -21
O=C1CC(SC(=NCc2ccc3c(c2)OCO3)Nc2ccccc2)C(=O)N1c1ccccc1 (stereo unspecified) | 14 | 4 | 2.4 | 0.7 | 6.7 | 103 | -13 | 8 | -36 | 1.5 | -5
CC(=O)c1c(O)cc(O)cc1CC(=O)O | 4 | -1 | 0.8 | 0.7 | -2.3 | 105 | -9 | -2 | 12 | 3.2 | 0
O=c1cc[nH]c2c1ccc1cccnc12 | -4 | 9 | -1.8 | 1.9 | 0.3 | 101 | -15 | 1 | -2 | 2.9 | 10
C#CCn1c(-c2ccccc2)ccc(C#N)c1=O | 1 | 6 | 4.6 | 3.4 | -0.4 | 104 | 6 | 42 | 2 | 2.0 | 17
Cn1c(=O)n(CC(=O)NCc2cccnc2)c2ccccc21 | · | 1 | 3.4 | 0.4 | · | 100 | -1 | 11 | · | -1.2 | 3
COC(=O)c1ccccc1NS(=O)(=O)c1ccc(F)cc1 | -2 | 0 | 4.7 | -0.7 | -0.7 | · | -6 | 4 | 4 | -0.1 | 90
COc1ccc(-c2nnc3sc(-c4cccs4)nn23)cc1OC | -5 | -1 | 0.8 | -1.5 | -2.3 | 101 | -5 | 27 | 13 | 2.2 | -5
COc1ccc(N2C(=O)CS(=O)C(c3ccccc3)C2=O)cc1 (stereo unspecified) | -8 | 14 | 3.9 | 0.3 | -1.2 | 94 | -4 | 0 | 6 | 0.8 | -41
O=C(NC1CCCCC1)C(c1ccc2ncccc2c1)N(Cc1ccc2c(c1)OCO2)C(=O)c1cccs1 (stereo unspecified) | 1 | 22 | 1.3 | -1.2 | 0.8 | 86 | -10 | 2 | -4 | 1.3 | 134
CCCN(CCC)CCCNC(=S)Nc1ccc2nc(N3CCCC3)cc(C)c2c1 | · | -7 | 4.0 | 1.6 | -3.0 | 84 | -8 | -5 | 19 | 2.5 | -12
Cc1cc(NC(=O)CCS(=O)(=O)c2ccc(F)cc2)no1 | · | 6 | 1.5 | -1.1 | -2.9 | · | 9 | -8 | 15 | 1.6 | 247
S=C(NCc1cccnc1)Nc1ccc(Oc2ccc(Cl)cc2)cc1 | 19 | -2 | 3.9 | 4.2 | 2.0 | · | 0 | 28 | -10 | 6.4 | 38
O=C(CSc1ncc(-c2ccccc2)[nH]1)Nc1ccccc1F | -12 | -5 | 0.8 | -1.9 | -0.1 | 101 | -13 | -4 | 0 | -0.3 | -12
CN(C)CC/C=C1\c2ccccc2Sc2cc(F)c(Cl)cc21 | 0 | -5 | -2.8 | -3.7 | 1.3 | 126 | -2 | 16 | -7 | 0.2 | -1
Cc1cc(NC(=O)Cn2c(=O)n(Cc3ccccc3)c(=O)c3ccccc32)no1 | -27 | 7 | 0.9 | 1.1 | 1.2 | 103 | -6 | -4 | -5 | 1.9 | 30
CN(C)CCP(=O)(c1ccccc1)c1ccccc1 | -4 | -3 | 3.4 | 0.0 | -2.3 | 105 | -5 | 3 | 11 | 1.4 | -6
Cc1cc(C)cc(-n2c(C)cc(/C=C3\C(=N)N4N=C(CC(C)C)SC4=NC3=O)c2C)c1 | -16 | ? | 3.5 | -1.0 | -0.3 | 104 | 5 | 3 | 1 | 0.7 | -4
O=C(CCCCCN1C(=O)CCC1=O)Nc1ccc2c(c1)OCCO2 | -19 | -2 | 1.6 | 0.6 | 1.6 | 101 | -9 | -3 | -7 | 5.0 | 4
COc1ccc(-c2noc(=O)n2CC(=O)N2CCC(Cc3ccccc3)CC2)cc1 | 11 | -2 | 3.4 | 1.1 | 0.3 | 98 | -7 | 4 | -1 | 1.6 | 30
COc1ccc(Br)cc1CNC(=O)CCc1nc(-c2ccccc2F)no1 | 2 | 7 | 1.7 | -0.2 | -0.1 | 117 | 0 | 3 | 1 | 4.5 | -20
COc1ccc(/C=N/NC(=O)NC23CC4CC(CC(C4)C2)C3)c(OC)c1 | 4 | -4 | -0.2 | -2.1 | 2.5 | 90 | -8 | 8 | -12 | -0.5 | 255
COCc1cc(=O)n2[nH]c(-c3ccsc3-n3c(C)ccc3C)cc2n1 | -6 | -4 | -0.5 | -1.4 | -0.7 | · | -2 | 5 | 4 | -2.6 | ·
CCCn1cc(S(=O)(=O)c2ccccc2)c(=O)c2cc(OC)c(OC)cc21 | -3 | -14 | 3.8 | -1.9 | -2.4 | · | 8 | 23 | 13 | 0.6 | -11
CCSc1cc(C2C(C(=O)OC)=C(C)NC3=C2C(=O)CCC3)c(C)o1 (stereo unspecified) | -9 | -7 | 0.5 | -4.4 | -0.8 | 109 | 7 | 0 | 5 | 0.2 | -8
Cc1cc(/C=N/NC(=O)C(=O)N2CCCC2)c(C)n1-c1cccc(Br)c1 | -6 | -3 | 1.3 | -2.7 | -1.9 | 102 | -9 | -3 | 10 | 2.6 | -33
COc1ccc(C2=Nn3c(nnc3-c3ccccn3)SC2)cc1 | 31 | -15 | 0.6 | -2.8 | -3.2 | 101 | -9 | 0 | 17 | 0.8 | 2
COc1cc(OC)c(C2Nc3ccccc3NC3=C2C(=O)CC(C)(C)C3)cc1OC (stereo unspecified) | -1 | -5 | 0.2 | -1.0 | -1.7 | 111 | 7 | 10 | 9 | -1.8 | -3
Cc1ccccc1SC1CCN(Cc2nc(C3CC3)no2)CC1 | 31 | 5 | 2.0 | -1.2 | 3.6 | 92 | -10 | 3 | -26 | 0.8 | 304
O=C(OCC1CCNCC1)c1ccc(F)cc1 | -46 | -1 | 2.9 | · | -1.4 | 103 | 0 | 3 | 7 | · | ·
CCCOc1ccc2ccccc2c1/C=N/n1cnnc1 | 2 | -3 | 4.2 | 0.9 | -3.7 | 101 | -3 | -1 | 21 | 1.3 | -6
Cc1cc(C)cc(OCC(=O)Nc2ccc(S(=O)(=O)Nc3ccccn3)cc2)c1 | -1 | -3 | 1.4 | 0.8 | -2.5 | 96 | -2 | 7 | 14 | 3.7 | -10
COc1cc(S(=O)(=O)N2CCN(c3ccccc3)CC2)ccc1Cl | -19 | -9 | 0.8 | 1.2 | 0.5 | 98 | -1 | -8 | -3 | 2.3 | -7
COc1cccc(NC(=O)CC2SC(=Nc3ccccc3)NC2=O)c1 (stereo unspecified) | 0 | -13 | 3.9 | 0.2 | -2.6 | 97 | -17 | -1 | 13 | 0.3 | ·
O=c1ccc2cc3ccoc3cc2o1 | 4 | 17 | 1.9 | -1.5 | -2.5 | 96 | -9 | -4 | 14 | 2.9 | -11
CC(C)C(=O)NC(Nc1cccc([N+](=O)[O-])c1)C(Cl)(Cl)Cl (stereo unspecified) | · | -16 | 4.0 | 0.7 | 3.8 | 89 | 2 | 3 | -27 | -0.7 | 50
CCCOc1ccc(Cc2c(O)nc(SC)[nH]c2=O)cc1C | -16 | 4 | 0.2 | 2.7 | -2.3 | 98 | 8 | 34 | 11 | 0.7 | 4
OCC[n+]1ccc(/C=C/c2c[nH]c3ccccc23)cc1 | 18 | 3 | 4.4 | 1.1 | -1.6 | 248 | 3 | -36 | 8 | 1.6 | -2
O=C(COC(=O)c1ccc(F)cc1F)Nc1cccnc1Cl | -5 | 1 | 1.3 | -1.6 | -1.4 | 100 | -11 | -9 | 6 | -1.3 | 7
O=[N+]([O-])c1cccc(-c2csc(CS(=O)(=O)Cc3ccco3)n2)c1 | · | · | 5.3 | -1.1 | · | 110 | · | 2 | · | 0.7 | 2
O=P(COCCCCCOCP(=O)(c1ccccc1)c1ccccc1)(c1ccccc1)c1ccccc1 | 26 | 6 | 1.2 | 2.3 | 2.9 | 97 | 5 | 19 | -15 | 0.2 | 27
CCCC(c1nnnn1C1CCCC1)N1CCN(c2ccccc2F)CC1 (stereo unspecified) | 8 | -4 | 0.6 | 2.1 | -0.1 | 106 | -3 | -1 | 0 | 3.6 | 13
COc1ccc(C2(C(=O)NCCCN(C)C)CCOCC2)cc1 | 9 | -6 | 1.9 | -0.9 | -1.4 | 101 | 0 | 4 | 7 | -0.1 | 10
CCOC(=O)c1c(NC(=O)COc2ccccc2OCC)sc2c1CC(C)(C)NC2(C)C | -9 | -3 | · | -1.3 | 1.3 | 118 | -8 | -4 | -7 | -0.7 | 1
O=C(COC(=O)C1CSC2(c3ccc(F)cc3)CCC(=O)N12)NC(=O)NC1CCCC1 (stereo unspecified) | -13 | -8 | 0.3 | 0.7 | 1.8 | 104 | 10 | 4 | -9 | 2.4 | -9
Cc1cccc(C(=O)NNC(=O)/C=C/C(=O)O)c1 | 2 | -1 | 2.5 | 0.4 | -1.9 | 102 | -2 | 21 | 10 | 1.2 | 17
O=C(O)c1ccc(-n2c(-c3ccccc3)n[nH]c2=S)cc1 | 11 | 3 | 1.6 | -0.4 | -2.8 | · | -6 | -2 | 13 | 1.0 | 8
